Bioassay records (PubChem)
ER stress death = ER stress cell death inhibition | CSM14.1 thapsigargin ER stress survival, ATP luminescence | relative survival (cellular ATP), % at 15 µg/mL (by protocol) | hit rate 0.33% among 48,000;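 active = survival measured by cellular ATP above 50% at 15 µg/ml in the first screen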;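 note: cell death triggered by about 15 µM thapsigargin; ATP read 24 h after thapsigargin was added; plate controls were thapsigargin with DMSO for no effect and DMSO without thapsigargin for full effect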
Starred values were filed as active, the others as inactive. Only part of the results is shown; rates above refer to the full screens.

structure	ER stress death
Cn1c(COc2ccc(Cl)cc2)nc2ccccc2c1=O	-1
CCOc1cc(/C=C2/C(=O)NN(c3ccc(I)cc3)C2=O)ccc1O	2
N#C/C(=N/Nc1cccc(C(F)(F)F)c1)c1nc(-c2ccccc2)cs1	6
COc1ccc(C(=O)CC(Nc2ccc(Cl)cc2)c2ccc(Cl)cc2)cc1 (configuration not stated)	5
CCOc1ccc(NC(=O)CN(c2ccccc2CC)S(C)(=O)=O)cc1	4
Cc1ccc(NC(=O)c2ccc(I)cc2)cc1Cl	12
Cc1ccc(C(=O)Oc2ccc(NS(=O)(=O)c3cccc([N+](=O)[O-])c3)cc2)cc1	2
O=C(O)CCC(=O)Nc1ccc(NC(=O)c2ccccc2)c(Cl)c1	-5
CCCOc1ccc(C(=O)Nc2ccc(O)c(-c3nc4cc(C)c(C)cc4o3)c2)cc1	1
Cc1ccc([N+](=O)[O-])cc1NC(=O)c1c(-c2ccccc2)noc1C	6
COc1ccc(CCNC(=O)Cc2ccc(Cl)cc2)cc1OC	7
COc1ccc(CNc2nccs2)cc1	-2
O=C(NNS(=O)(=O)c1ccc(Br)cc1)c1cccs1	5
COc1ccc(-c2ccc(/C=C3/SC(NC(C)=O)=NC3=O)o2)c([N+](=O)[O-])c1	-2
COc1ccc(-n2nnnc2C(Cl)(Cl)c2nnnn2-c2ccc(OC)cc2)cc1	0
O=C(COc1ccc(Cl)cc1)NNC(=O)C(=O)N1CCCCC1	4
CN(C)c1ccc(/C=N/Nc2cc(N3CCOCC3)nc(N3CCOCC3)n2)cc1	2
CN1C(=O)/C(=C\c2ccccc2OCc2cccc3ccccc23)SC1=S	11
C=CCSc1nnc2c3ccccc3n(CC=C)c2n1	8
CCOC(=O)C1=C(c2ccccc2)N=c2s/c(=C\c3cc(OC)c(OC)c(OC)c3)c(=O)n2C1c1cccs1 (configuration not stated)	6
O=C(COc1ccc(Cl)cc1)NCc1cccnc1	18
c1ccc(-c2cn3nc(-c4ccccc4)sc3n2)cc1	-5
O=S(=O)(N/N=C/c1ccccc1O)c1ccc(Oc2ccc(S(=O)(=O)N/N=C/c3ccccc3O)cc2)cc1	4
Cc1cc(OCC(=O)Nc2cc(Cl)ccc2C)ccc1Cl	2
CC1=NN(c2ccc(S(N)(=O)=O)cc2)C(=O)/C1=C\c1ccc(-c2cccc([N+](=O)[O-])c2)o1	-3
COc1ccccc1C(=O)N1CCN(Cc2ccccc2C)CC1	-7
FC(F)(F)c1nc2ccccc2nc1-c1ccccc1	6
COc1ccc(-c2nnc(Sc3nc4ccc([N+](=O)[O-])cc4s3)n2-c2ccccc2)cc1	23
O=C(Nc1ccc(N2CCCCC2)cc1)c1cccnc1	-8
O=S(=O)(c1ccc(F)cc1)N1CCC(Cc2ccccc2)CC1	18
COc1ccc(NC(=O)Nc2nnc(-c3ccc(F)cc3)s2)cc1	11
CCOc1cc(/C=C2\C(=O)NC(=O)N(c3ccc(Br)c(C)c3)C2=O)cc(Cl)c1O	1
OC(COCc1ccc(Cl)cc1)CSc1ccccn1 (configuration not stated)	-3
CC(C)N1C(=O)/C(=C/c2ccc3c(c2)OCO3)SC1=S	4
O=C(COc1ccc(Cl)cc1)NNC(=O)C(c1ccccc1)c1ccccc1	-1
CC(C)CN(CC(C)C)C(=O)/C=C/c1ccc(Cl)cc1	0
Clc1ccccc1COc1ccccc1/C=N/Nc1nc(N2CCOCC2)nc(N2CCOCC2)n1	8
C=CCOc1ccc(/C=C2\C(=O)NC(=O)N(c3ccc(Br)cc3)C2=O)cc1OC	1
COc1ccc(C(=O)N2CCOCC2)cc1I	6
Cc1ccc(N2C(=O)CC(NCCCN3CCOCC3)C2=O)cc1 (configuration not stated)	-4
COc1ccc(/C=C(/C#N)C(=O)Nc2cccc(C(F)(F)F)c2)cc1	13
Cc1ccc(S(=O)(=O)CCC(=O)c2ccc(O)cc2O)cc1	-4
Cc1[nH]c2ccccc2c1C(=O)NS(=O)(=O)c1ccccc1Cl	4
CCN(CC)c1ccc(/C=C(\C#N)C(=O)NC2CCS(=O)(=O)C2)cc1 (configuration not stated)	8
Cc1ccc(/C=N/NC(=O)c2cccc(F)c2)c(O)c1	-3
O=C(Nc1cc(C(F)(F)F)ccc1Cl)c1nn2c(c1Br)NC(c1ccccc1)CC2C(F)(F)F (configuration not stated)	0
CCCc1cc(=O)oc2cc(OC(C)C(C)=O)ccc12 (configuration not stated)	8
O=C(Nc1ccc(OC(F)(F)F)cc1)c1cccnc1	-5
CC1=C(C(=O)Nc2ccccc2)C(c2ccccc2F)NC(=O)N1 (configuration not stated)	2
Cc1ccccc1C(=O)Nc1cc(C(N)=O)cc(C(N)=O)c1	13

Further records follow:
structure	ER stress death
CCOc1cc(C(=O)N2c3ccc(F)cc3CCC2C)cc(OCC)c1OCC (configuration not stated)	0
C=CCNC(=S)Nc1ccc(NC(C)=O)cc1	1
O=C1C(C=NCc2ccc(Cl)c(Cl)c2)=C(O)c2ccccc21	1
Cc1ccc(-c2nc3ccccc3o2)cc1NC(=O)c1cccc(Br)c1	3
C=C(C)C(=O)Nc1cccc(C(=O)c2cccc(NC(=O)C(=C)C)c2)c1	-2
CCOC(=O)C1=C(C)N=c2s/c(=C/c3ccccn3)c(=O)n2C1c1ccccc1Cl (configuration not stated)	5
CCc1cc(C=C(Cl)Cl)oc(=O)c1C	-3
O=S(=O)(Nc1cccc(C(F)(F)F)c1)c1cccs1	28
O=C(CCc1ccccc1)Nc1ccccc1Br	2
O=C(Nc1ccccc1)/C(=C\c1cccc(Br)c1)NC(=O)c1ccccc1	7
CCOc1ccc(/C=C\C(C)=N\O)cc1	-10
O=C(CSc1nnc(-c2cccc(F)c2)n1-c1ccccc1)NC(c1ccccc1)c1ccccc1	2
Cc1ccccc1Oc1nc2ccccc2n2cnnc12	0
Cc1ccc(C(=O)N/C(=C/c2ccco2)c2nc3ccccc3[nH]2)cc1	-3
O=C(Nc1ccc(Cl)cc1)c1ccc(I)cc1	7
COc1ccc(/C=C2/SC(=Nc3ccc(O)cc3)NC2=O)cc1	4
CCCOC(=O)c1cccc(NC(=O)COc2ccc(Br)cc2)c1	0
Cc1c(NC(=O)c2cc(-c3ccc(Br)cc3)nc3ccccc23)c(=O)n(-c2ccccc2)n1C	8
Cn1c(=O)n(C)c2cc(/C=C3/C(=O)NN(c4ccccc4)C3=O)ccc21	-3
COc1ccc2c(c1C)CCC/C2=N\OC(=O)c1cc(OC)c(OC)c(OC)c1	12
COc1ccc(N=C(C)C2=C(O)CSC2=O)cc1	11
O=C(NCC1CCN(C(=O)c2ccc(F)cc2)CC1)c1ccc(F)cc1	7
Nc1ccc(C(=O)c2ccc(N)c(N)c2)cc1N	-8
CC1(c2ccccc2)CC(C)(C)N(C(=O)CSc2nnc(N)s2)c2ccccc21 (configuration not stated)	10
COc1cc(/C=C2/SC(=S)N(Cc3ccccc3)C2=O)ccc1OS(=O)(=O)c1ccccc1	4
COc1ccc(-c2nc3ccccc3c(C(=O)Nc3ccc(C(C)=O)cc3)c2C)cc1	-2
O=C(COc1ccc(Cl)cc1)N1CCN(C(=O)c2cccs2)CC1	3
O=C1c2ccccc2C(=O)N1/N=C/c1ccc(O)cc1O	9
CC(=O)NC1=NC(=O)/C(=C/c2cc(C)n(-c3ccc4c(c3)OCO4)c2C)S1	1
COc1ccc(C2/C(=C(/O)c3ccccc3)C(=O)C(=O)N2c2cc(C(C)(C)C)on2)cc1OC (configuration not stated)	10
COc1ccc(C2CC(=O)C3=C(C2)Nc2ccccc2NC3c2ccc([N+](=O)[O-])cc2)cc1 (configuration not stated)	3
COc1ccc(/C=C2\SC(=S)N(NC(=O)c3ccccc3)C2=O)cc1OC	0
O=C(/C=C/c1ccccc1F)c1c(-c2ccccc2)c2ccccc2[nH]c1=O	15
Nc1cc(Cl)c(S(=O)(=O)Nc2ccccc2)cc1S(=O)(=O)Nc1ccccc1	8
CC1CN(C2CCCCC2)CCC1(O)c1ccccc1 (configuration not stated)	4
O=C(Nc1ccccc1C(=O)N=Nc1c(O)[nH]c2ccccc12)c1ccccc1	1
O=C(Nc1ccc2c(c1)OCCO2)c1ccccc1[N+](=O)[O-]	4
COC(=O)C1=C(C)NC2=C(C(=O)c3ccccc32)C1c1ccc(OCc2ccccc2Cl)c(Cl)c1 (configuration not stated)	6
O=C(O)CN1C(=O)/C(=C\c2ccc(-c3cccc4c3C(=O)c3ccccc3C4=O)o2)SC1=S	9
Cc1ccc(-c2nnc(-c3cccnc3)o2)cc1	-12
O=[N+]([O-])c1ccccc1-c1ccc(/C=N/n2cnnc2)o1	9
COc1ccc(-c2noc(-c3cccc(OC)c3)n2)cc1	5
COC(=O)CNC(=O)CN(c1ccc(OC)cc1OC)S(=O)(=O)c1ccccc1	0
CCCCCSc1nnc2c(n1)[nH]c1ccc(C)cc12	6
Cc1cc(Oc2ccc([N+](=O)[O-])cc2)nc(-n2nc(C)cc2C)n1	3
COc1ccc(CCNC(=O)c2ccccc2F)cc1OC	8
COC(=O)C1=C(C)Nc2cc(C(F)(F)F)ccc2S1	-7
CCOc1ccc(C(=O)Nc2ccccc2C(F)(F)F)cc1	7
CCN1C(=O)/C(=C/C2CC=CCC2)SC1=S (configuration not stated)	0
COc1cc(OC)cc(-c2nc3ccc(C)cc3c(=O)o2)c1	1

(further entries)
structure	ER stress death
COc1cccc(-c2nc(-c3ccc4c(c3)-c3ccccc3S4(=O)=O)c(-c3ccccc3)[nH]2)c1OC	8
C=CCN1C(=O)CSC1=Nc1ccc(C(=O)O)cc1	11
O=c1oc2cc(OCc3ccc([N+](=O)[O-])cc3)ccc2c2c1CCCC2	9
COc1ccc(C(=O)CN2C3=NCCN3c3ccccc32)cc1OC	-4
CC(=O)Oc1ccccc1/C=C1\C=C(c2ccc(Br)cc2)OC1=O	20
C(=N\N(c1ccccc1)c1ccccc1)/c1ccccc1	14
Cc1ccc2c(c1)-c1c(ssc1=S)C(C)(C)N2C(=O)COc1nc2ccccc2s1	-1
Cc1oc2ccc(O)c(CN(C)C)c2c1C(C)O (configuration not stated)	-2
O=c1[nH][nH]c(=O)c2cc(N3CCCC3)ccc12	-2
Cc1ccc(NC(=O)C(C)(C)C)cc1[N+](=O)[O-]	2
CC1=C(C(=O)OCc2ccccc2)C(c2ccc([N+](=O)[O-])cc2)C2=C(CC(C)(C)CC2=O)N1 (configuration not stated)	8
O=C1C=C(Nc2ccc(Cl)cc2)C(=O)N1c1ccccc1	10
CCOc1ccc(N(CC(=O)NCc2ccncc2)S(=O)(=O)c2ccccc2)cc1	5
CCOc1ccc(C(=O)Nc2cc(C(F)(F)F)ccc2Cl)cc1Br	2
CCOc1ccc(N2C(=O)C3C(C2=O)C2(C)c4ccccc4C3(C)c3ccccc32)cc1 (configuration not stated)	13
CN=C(NC)SC1CC(=O)N(c2ccccc2)C1=O (configuration not stated)	11
CCN(CC)CCCNC(=O)c1cccc(OC)c1	2
Cc1nc2ccccn2c(=O)c1N	18
COc1ccc(CCNS(=O)(=O)c2ccc3ccccc3c2)cc1	4
Cc1ccc(C(=O)CSc2nnnn2-c2ccccc2)c(C)c1	4
O=C(Nc1ccc(O)c(-c2nc3ccccc3s2)c1)C(c1ccccc1)c1ccccc1	9
COc1cc2c(cc1NCc1ccc3c(c1)OCO3)oc1ccccc12	-6
O=C(O)C1C(C(=O)NCCc2ccccc2)C2C=CC1C21CC1 (configuration not stated)	-4
O=C1NC(=S)N/C1=C/c1ccc(O)c(Br)c1	1
O=C(c1cccc(C(=O)N2CCN(c3cccc(Cl)c3)CC2)c1)N1CCN(c2cccc(Cl)c2)CC1	99*
Cc1ccccc1NC(=O)c1cccc(S(=O)(=O)NC2CCCCC2)c1	5
CCOc1ccc(N(CC(=O)Nc2ccc(OC)c(OC)c2)S(=O)(=O)c2ccc(SC)cc2)cc1	1
CC1=C(C(=O)OCC2CCCO2)C(c2ccccc2Cl)NC(=O)N1 (configuration not stated)	11
CNc1nc(Nc2ccccc2C(=O)c2ccccc2)nc(OC(C(F)(F)F)C(F)(F)F)n1	2
O=c1sc2ccccc2c(N2CCOCC2)c1[N+](=O)[O-]	8
COc1cc(C2NC(=O)c3c(sc4c3CCN(C)C4)N2)cc(OC)c1OC (configuration not stated)	0
COCCCNC(=O)C(=O)NCCc1ccc(OC)c(OC)c1	1
